Apoferritin bind – candidate novel general anesthetic via apoferritin binding; apoferritin/1-aminoanthracene competitive binding, fluorescence; AID 485281; 350,000 compounds, 0.074% hits; Potency, µM (series often up to 77.5 µM), without a hit: top-dose activity change, negative = displacement, actives largely listed as inhibitors; P02791; note: potency is the fitted concentration of half-maximal effect; % is set by controls: 0 for no effect and ±100 for the full control effect; nearly all actives have a fitted effect of over 20% in size
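Concentration-response curves derived by four-parameter Hill fitting of normalized fluorescence, where compounds displaced 1-AMA from 10 uM horse apoferritin following a brief 10 min room-temperature incubation; propofol titration acted as positive control.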
POLH inh – blocks human DNA polymerase eta activity | Q9Y253 | recombinant Pol eta, fluorescent DNA replication assay | Potency, µM (doses to about 114 µM), for inactives: at the highest dose activity change, negative = inhibition, hits mostly inhibitors | 390,000 compounds, 1.2% hits | AID 588591; note: potency is the fitted concentration of half-maximal effect; % is set by controls: 0 for no effect and ±100 for the full control effect
Target sequence (Q9Y253 whole entry, looked up): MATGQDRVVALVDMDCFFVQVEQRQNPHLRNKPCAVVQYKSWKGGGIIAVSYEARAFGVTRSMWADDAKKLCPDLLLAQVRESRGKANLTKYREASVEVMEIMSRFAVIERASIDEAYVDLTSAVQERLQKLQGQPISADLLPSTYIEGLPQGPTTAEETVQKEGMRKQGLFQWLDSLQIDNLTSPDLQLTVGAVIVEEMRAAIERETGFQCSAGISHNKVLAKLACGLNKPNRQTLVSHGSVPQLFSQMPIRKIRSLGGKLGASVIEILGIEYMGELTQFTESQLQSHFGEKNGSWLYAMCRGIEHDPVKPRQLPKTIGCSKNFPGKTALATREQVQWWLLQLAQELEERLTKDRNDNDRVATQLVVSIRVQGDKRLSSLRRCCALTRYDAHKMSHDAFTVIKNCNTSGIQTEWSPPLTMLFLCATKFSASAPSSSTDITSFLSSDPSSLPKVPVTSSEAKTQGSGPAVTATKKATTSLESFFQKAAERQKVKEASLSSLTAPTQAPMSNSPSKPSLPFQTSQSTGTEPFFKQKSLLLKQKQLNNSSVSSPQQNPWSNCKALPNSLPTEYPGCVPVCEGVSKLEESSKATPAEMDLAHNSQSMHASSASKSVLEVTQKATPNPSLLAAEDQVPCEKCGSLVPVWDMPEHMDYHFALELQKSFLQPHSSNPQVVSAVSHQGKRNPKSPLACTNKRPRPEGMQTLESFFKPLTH
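Pol eta (10 nM) was preincubated with compounds for 15 min at room temperature, after which fluorescent replication substrate (50 nM final) was added to start the reaction. Fluorescence was read kinetically at 0 and 10 min.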
ERG-DNA inh – inhibitors of human ERG Ets domain-DNA interaction | P11308 | 370,000 compounds, 0.028% hits | Potency, µM (series often up to 76.9 µM), without a hit: at the highest dose FP activity, negative = inhibition, actives largely listed as inhibitors | fluorescence polarization, His-ERG Ets domain / labelled DNA; active = well fitted inhibition curve with a large enough effect in the polarisation, with a control signal flat; inconclusive = small, poorly fitted or top-dose-only effect, or effect the other way, or a change in a side signal; inactive = no such curve, though single readings can be large or run the other way; the % refers to the polarisation;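 note: polarization taken with two DNA probes labelled with fluorescein and Texas red; potency is the fitted concentration of half-maximal effect; % of control where 0% means no effect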
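His-tagged ERG Ets domain (1 uM in the protein solution; 300mM KCl, 50mM Tris-HCl, 1mM EDTA, 1mM DTT, pH 7.5) received compound, then a probe mix of 5 nM fluorescein-DNA and 100nM Texas-615-DNA. Fluorescence polarization was read for both dyes.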
LDHA block – LDHA (human) enzyme inhibition; P00338; 480,000 compounds, 0.15% hits; activity change, % (values are at about 110 or 230 µM); purified LDHA, NADH/diaphorase-resazurin fluorescence; hits give low values; in the data active = activity change below about -30%; inconclusive = mostly about -25% to -30%;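 note: plate controls were DMSO wells for no effect and wells without enzyme for full effect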
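Enzyme activity of human lactate dehydrogenase 5 (2 nM; 0.06 mM NADH, 0.2 mM pyruvate, 5 min, RT) is measured via a resazurin/diaphorase fluorescence readout of residual NADH.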
POLB inh – DNA polymerase beta (human) inhibition; Pol beta primer extension/strand displacement, fluorescence kinetic; Potency, µM (series often up to 114 µM), for inactives: top-dose activity change, negative = inhibition, hits mostly inhibitors; 340,000 compounds, 1.3% hits; P06746; note: potency is the fitted concentration of half-maximal effect; % is set by controls: 0 for no effect and ±100 for the full control effect
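Homogeneous kinetic assay of primer extension and strand displacement by 10 nM Pol beta, preincubated 15 min at room temperature with compound before 50 nM substrate (final) was added. Read at 0 and 10 min; four-parameter Hill fit.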
12-LOX inh – blocks human arachidonate 12S-lipoxygenase | purified 12hLO, xylenol orange hydroperoxide absorbance | Potency, µM (highest dose often 108 µM), for inactives: at the top dose activity change, negative = inhibition, actives largely listed as inhibitors | 580,000 compounds, 1.1% hits | AID 1671190; note: potency is the fitted concentration of half-maximal effect; % is set by controls: 0 for no effect and ±100 for the full control effect
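Purified human 12hLO (150 nM final) in 25 mM Hepes, 0.01% Triton X-100, pH 7.0 was preincubated 15 min at room temperature with compound. Then 40 uM arachidonic acid was added, 30 min. Hydroperoxide was read by Fe-XO absorbance ratio 573/405 nm.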
POLK inh – inhibitors of human DNA polymerase kappa; Q9UBT6; purified Pol kappa, fluorescent DNA synthesis assay, 10 min; Potency, µM (top dose mostly 107 µM), for the others: at the highest dose activity, negative = inhibition, hits mostly inhibitors; 400,000 compounds, 0.53% hits; note: potency is the fitted concentration of half-maximal effect; % is set by controls: 0 for no effect and ±100 for the full control effect
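Readout: fluorescence, taken kinetically at 0 and 10 min. Conditions: 10 nM Pol kappa, 15 min RT compound preincubation, 50 nM substrate final. Controls: enzyme-free buffer wells.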
APEX1 inh – blocks human APE1 abasic DNA cleavage | P27695 | recombinant APE1, TAMRA/BHQ-2 abasic DNA cleavage fluorescence | Potency, µM (highest dose often 65.8 µM), without a hit: at the top dose activity change, negative = inhibition, actives largely listed as inhibitors | 350,000 compounds, 0.35% hits | AID 2517;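 note: potency is the fitted concentration of half-maximal effect; plate controls were vehicle for no effect and reference inhibitor for full effect; nearly all actives have a fitted effect of over 55% in size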
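APE1 at 0.75 nM preincubated 15 min at room temperature with compound. Reaction then started with 50 nM double-stranded THF-abasic substrate labelled with TAMRA/BHQ-2, and 525/598 nm fluorescence read kinetically. Activity taken as third-minus-first read difference, normalized to DMSO and NSC13755 controls.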
RGS4 inh – inhibitors of human regulator of G protein signaling 4; P49798; Transcreener GDP fluorescence polarization, RGS4-accelerated GTP hydrolysis; Potency, µM (highest dose often 114 µM), without a hit: top-dose activity change, negative = inhibition, most hits filed as inhibitors; 390,000 compounds, 0.039% hits; AID 504845; note: potency is the fitted concentration of half-maximal effect; % is set by controls: 0 for no effect and ±100 for the full control effect; nearly all actives have a fitted effect of over 75% in size; some results filed as inactive show a strong effect at the top dose
Target sequence (P49798 whole entry, looked up): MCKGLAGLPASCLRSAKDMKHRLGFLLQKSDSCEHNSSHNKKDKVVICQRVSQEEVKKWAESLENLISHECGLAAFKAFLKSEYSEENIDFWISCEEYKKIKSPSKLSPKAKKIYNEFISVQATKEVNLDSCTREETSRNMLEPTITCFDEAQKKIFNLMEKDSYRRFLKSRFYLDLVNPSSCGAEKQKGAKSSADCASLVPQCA
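MLSMR compounds (23 nl, pin-transferred) preincubated 10 min at room temperature with a 500nM (2x) first reagent, then RGS4 at 900nM (2x) plus Transcreener GDP mix added; fluorescence polarization (620/688 nm) read before and after 90 min at 30 °C.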
Starred values were filed as active, the others as inactive; i = inactive; u = inconclusive; x = no result given; & = joins results of further samples; [ ] = another dose, or the depositor's remark. Unless noted, calls come from the whole dose curve; as a rule, active = well fitted curve in the direction sought with a large enough effect; inconclusive = small, poorly fitted or top-dose-only effect, or another doubt; inactive = no such curve, though single readings can be large; an effect the other way counts as inactive or inconclusive. Some of the compounds tested (hit frequency here may not be typical).

Sample of the layout:
nr	molecule	Apoferritin bind	RGS4 inh	APEX1 inh	POLB inh	LDHA block	12-LOX inh	POLK inh	ERG-DNA inh	POLH inh
1	CCc1cc(Cn2nc(-c3ccccc3)cc2C(=O)NCCOC)on1	x	-13%	14%	x	-6	-9%	-19%	5%	-9%
2	O=C(COC(=O)c1ccc(NS(=O)(=O)c2cccs2)cc1)NCC1CCCO1 (stereo not given)	-6%	-6%	u	4%	0	11%	4%	-4%	-13%
3	COc1ccccc1NC(=O)Nc1cc(F)ccc1F	-6%	-5%	-7%	-7%	-4	u	-5%	1%	0%
4	Cc1cccc(-n2c(=O)c3ccccc3n(Cc3ccccc3C#N)c2=O)c1	-6%	-3%	x	12%	-4	-18%	5%	0%	-3%
5	Cc1ccc2nc(C)cc(Nc3ccc([N+](=O)[O-])cc3)c2c1	-19%	-13%	-9%	-2%	-7	-26%	-4%	8%	-3%
6	O=C(CSCc1ccccc1)Nc1ccccc1	2%	-18%	-5%	19%	1	0%	-3%	-7%	-14%
7	c1cncc(-c2nc(NCc3cccs3)c3ccccc3n2)c1	-15%	u	-1%&8%	u	-10	-5%&12%	11%[60.1 µM]	-3%	-20%
8	O=C(O)/C(CC(=O)c1ccc(Cl)cc1)=N/Nc1ccc([N+](=O)[O-])cc1[N+](=O)[O-]	-13%	43%	20%	u	2	u	u	-1%	89µM*

This part in full, repeating the preview:
nr	molecule	Apoferritin bind	RGS4 inh	APEX1 inh	POLB inh	LDHA block	12-LOX inh	POLK inh	ERG-DNA inh	POLH inh
1	CCc1cc(Cn2nc(-c3ccccc3)cc2C(=O)NCCOC)on1	x	-13%	14%	x	-6	-9%	-19%	5%	-9%
2	O=C(COC(=O)c1ccc(NS(=O)(=O)c2cccs2)cc1)NCC1CCCO1 (stereo not given)	-6%	-6%	u	4%	0	11%	4%	-4%	-13%
3	COc1ccccc1NC(=O)Nc1cc(F)ccc1F	-6%	-5%	-7%	-7%	-4	u	-5%	1%	0%
4	Cc1cccc(-n2c(=O)c3ccccc3n(Cc3ccccc3C#N)c2=O)c1	-6%	-3%	x	12%	-4	-18%	5%	0%	-3%
5	Cc1ccc2nc(C)cc(Nc3ccc([N+](=O)[O-])cc3)c2c1	-19%	-13%	-9%	-2%	-7	-26%	-4%	8%	-3%
6	O=C(CSCc1ccccc1)Nc1ccccc1	2%	-18%	-5%	19%	1	0%	-3%	-7%	-14%
7	c1cncc(-c2nc(NCc3cccs3)c3ccccc3n2)c1	-15%	u	-1%&8%	u	-10	-5%&12%	11%[60.1 µM]	-3%	-20%
8	O=C(O)/C(CC(=O)c1ccc(Cl)cc1)=N/Nc1ccc([N+](=O)[O-])cc1[N+](=O)[O-]	-13%	43%	20%	u	2	u	u	-1%	89µM*
9	CC(=O)c1ccc(COC(=O)Cc2ccc([N+](=O)[O-])cc2)cc1	u	-2%	32%	-15%	-2	-2%	-9%	-10%	u
10	Cn1c(=O)oc2cc(S(=O)(=O)N3CCCC(C(=O)NCCN4CCOCC4)C3)ccc21 (stereo not given)	-5%	-7%	-5%	9%	-1	u	11%	4%	-7%
11	O=C1CCc2cc(S(=O)(=O)NC(C(=O)Nc3cccc(F)c3)c3ccccc3)ccc2N1 (stereo not given)	-10%	-30%	x	19%	1	-13%	-1%	4%	-20%
12	O=C(NC1CCN(C(=O)Nc2ccccc2Cl)CC1)c1ccco1	-5%	-4%	6%	20%	-6	-24%	-2%	-7%	-5%
13	O=C(Cc1ccc(-n2cccc2)cc1)NC1CCCCCC1	5%	29%	-1%	u	-13	-1%	-18%	-4%	-3%
14	Cc1cc(-c2ccc(S(=O)(=O)N3CCN(c4ccc(Cl)cc4)CC3)s2)on1	-6%	-13%	x	19%	1	-17%	0%	17%	8%
15	CCCc1cc(N2CCN(c3ccc(OC)cc3)CC2)n2cnnc2n1	2%	4%	x	31%	0	-2%	8%	9%	-2%
16	CCC(C)c1ccccc1N1CC(C(=O)NCCCn2nc(C)cc2C)CC1=O (stereo not given)	x	-7%	19%	x	-3	-6%	-3%	-5%	-11%
17	CC(c1ccccc1)N1C(=O)CC(Sc2ncccc2C(=O)O)C1=O (stereo not given)	-2%	16%	3%	0%	-2	-19%	-1%	x	13%
18	CCCC[C@@H]1CCCO[C@@](C(=O)NCc2ccccn2)(C(F)(F)F)C1	-13%	-8%&14%	-5%	x	-2	u	-7%&-11%	17%	-16%
19	COc1ccc(-c2cnc(SCC(=O)Nc3ccc4c(c3)OCO4)n2Cc2ccco2)cc1	31%[activator]	0%	u	-18%	-7	0%	-4%	-5%	3%
20	COc1ccc(N=c2cc(-c3ccc(O)cc3)oc3ccccc23)cc1	-8%	-35%	-9%	u	-2	u	-15%	15%	-25%
21	O=C1C(=O)N(CCCn2ccnc2)C(c2cccc(Br)c2)/C1=C(\O)c1ccc2c(c1)OCCO2 (stereo not given)	-14%	7%[56.9 µM]	4%	20%	-2	7%	-7%	1%	2%
22	CCCCNC(=O)c1cc2ccccc2s1	-16%	-29%	1%	21%	-6	-9%	-8%	-2%	-22%
23	CCOc1ccc(NC(=O)c2cc3c(=O)n(C)c4ccccc4c3n2C)cc1	-2%	16%	2%	-1%	-16	216%[activator]	-12%	-11%	-16%
24	COc1cccc(-c2nc(CS(=O)(=O)CC(=O)Nc3ccc(C(C)=O)cc3)c(C)o2)c1	-20%	-5%	-9%	12%	-7	0%	-7%	-1%	-12%
25	O=C(CCN1CCN(c2ccccc2F)CC1)Nc1ccc2c(c1)OCO2	-11%	18%	4%	19%	1	21%	-2%	x	5%
26	Cc1scc(CN2CCN(c3ccc(F)cc3)CC2)c1C	4%	-16%	x	17%	2&0	u	1%	1%	-11%
27	Cc1ccc(NC(=O)CN2CCC(C(=O)c3ccc(F)cc3)CC2)cc1	-10%	-39%[56.9 µM]	3%	4%	-1	0%	-5%	-15%	-6%
28	COC(=O)c1[nH]c2ccc(Br)cc2c1NC(=O)CN1CCCCC1CCO (stereo not given)	-14%	-34%	-2%	15%	-3	-19%	-4%	6%	-17%
29	CC1Sc2ccc(S(=O)(=O)N3CCC(C(=O)Nc4cccc(Cl)c4)CC3)cc2NC1=O (stereo not given)	-14%	-1%[11.4 µM]	2%	12%	-5	-16%	-2%	12%	-13%
30	CC(C(=O)NCCN1C(=O)S/C(=C\c2cccs2)C1=O)N1C(=O)c2ccccc2C1=O (stereo not given)	-6%	-17%	-6%	12%	-3	1%	-4%	5%	-7%
31	Cc1cccn2cc(CNS(=O)(=O)c3ccc4ccccc4c3)nc12	-6%	16%	6%	30%	-7	32%[activator]	-7%	6%	-19%
32	CCOc1ccc(C(=O)Nc2ccc3nc4c(c(Nc5ccccc5OC)c3c2)CCCC4)cc1	-7%	-5%	x	7%	3	-7%	-22%	2%	-17%
33	O=C(NCC1CCCO1)c1ccc(NC(=O)c2cccc(Cl)c2)cc1 (stereo not given)	x	51%	x	x	-10	136%[activator]	-12%	0%	7%
34	Clc1ccc(CNCc2cccs2)cc1Cl	-5%	19%	-10%	-2%	-2	-21%	0%	-2%	-17%
35	O=C(NC1CCCC1)C1(c2ccccc2)CCN(S(=O)(=O)c2ccccc2)CC1	-19%	-7%	-3%	3%	-6	25%	0%	2%	-1%
36	O=C(NCCc1ccccc1)C(=O)NCC(c1ccco1)N1CCOCC1 (stereo not given)	-8%	-3%[11.4 µM]	0%	2%	-1	-27%	-1%	1%	-7%
37	CCCCn1cc(S(=O)(=O)c2ccc(OC)cc2)c(=O)c2cc(F)c(F)cc21	-14%	-1%	x	2%	-4	6%	-18%	0%	-13%
38	Cc1ccc(S(=O)(=O)NNC(=O)Nc2ccccc2F)c(C)c1	-18%	9%	31%[activator]	1%	1	-17%	6%	-4%	5%
39	Cc1ccc(OCCCCNC2CCCCC2)c(C)c1	-2%	4%[11.4 µM]	2%	12%	-9	u	-5%	-3%	-5%
40	CCOC(=O)C1=C(C)NC(SC)=C(C#N)C1CC(C)C (stereo not given)	-8%	8%	-9%	7%	3	13%	-8%	6%	-23%
41	O=C(NCCN1CCOCC1)c1cc(=O)[nH]c2ccc(Br)cc12	-10%	34%	-2%	0%	-12	i	-8%	-1%	-6%
42	O=C(NCc1ccc(F)cc1)C1CCCN1S(=O)(=O)c1cccc2nsnc12 (stereo not given)	-4%	-6%	52%[activator]	11%	-1	16%	12%	-8%	-11%
43	COc1cccc(-c2ccc3c(N)c(C(=O)Nc4ccccc4C)sc3n2)c1	213%[activator]	-12%	x	10%	-6	-16%	-12%[60.1 µM]	-4%	-14%
44	O=C(Nc1ccc2c(c1)OCCO2)c1cccc(Cl)c1	-4%	5%	-2%	-2%	-5	0%	-4%	0%	-22%
